Screening data (PubChem BioAssay)
BoNT-A LC inh2: inhibitors of Botulinum neurotoxin A light chain protease | multiplex microsphere protease substrate cleavage, flow cytometry | inhibition, % at 10 µM | 360,000 compounds, 0.17% hits; note: plate controls were buffer without enzyme for full effect and enzyme alone for no effect
TcdB inh: TcdB glycohydrolase inhibition; AID 652162; 350,000 compounds, 0.24% hits; TcdB glycohydrolase enzymatic assay, plate reader; inhibition, % at 9.99 µM; P18177; in the data active = inhibition above about 10%
BH1578 lux ind: quorum light induction in luxS cqsA deficient V. cholerae. activation, % at 18.7 µM. V. cholerae BH1578 lux reporter, luminescence, 6 h. AID 588436. 350,000 compounds, 0.16% hits; in the data active = activation mostly above about 9.7%, no sharp cut-off; note: not every result past the cut was called active; inactives centre near 0; reference of the scale not given here
CCHFV vOTU inh: blocks the CCHF virus ovarian tumor domain protease; AID 651958; 370,000 compounds, 0.55% hits; inhibition, % at 11.5 µM; CCHFV vOTU protease, Pep-AMC fluorescence; in the data active = inhibition above about 30%; note: 0% = vehicle wells with enzyme and 100% = no enzyme wells
DUSP3 inh: DUSP3 (human) phosphatase inhibition. inhibition, % at 13.3 µM. P51452. recombinant VHR phosphatase, pNPP absorbance. 290,000 compounds, 0.52% hits; in the data active = inhibition above about 50%; note: some compounds called inactive have numbers as strong as hits
Target sequence (P51452 whole entry, looked up): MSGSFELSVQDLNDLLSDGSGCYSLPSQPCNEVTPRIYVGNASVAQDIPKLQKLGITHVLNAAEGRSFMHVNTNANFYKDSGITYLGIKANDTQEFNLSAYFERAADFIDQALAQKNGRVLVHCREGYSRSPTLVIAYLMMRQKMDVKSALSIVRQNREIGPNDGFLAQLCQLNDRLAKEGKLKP
PfHsp40 yeast: rescue of PfHsp40-mediated yeast toxicity; 340,000 compounds, 0.68% hits; S. cerevisiae expressing PfHsp40, growth rescue, ATP luminescence; growth rescue, % at 12.5 µM; in the data active = growth rescue above about 28%, passing the limit was not always enough;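 note: yeast W303a lacking pdr1 and pdr3 grown in galactose medium; growth measured after three days at 30 °C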
3CLpro inhibitor: SARS-CoV 3CLpro protease inhibition; recombinant SARS-CoV 3CLpro, quenched FRET peptide cleavage; 290,000 compounds, 0.14% hits; AID 1706; inhibition, % at 6 µM; in the data active = inhibition above about 12%
Anthrax LF prot: inhibitors of Bacillus anthracis lethal factor protease | P15917 | multiplex microsphere protease cleavage assay, LF | inhibition, % at 10 µM | 360,000 compounds, 0.12% hits | AID 588501; note: plate controls were buffer without enzyme for full effect and enzyme alone for no effect
Target sequence (P15917 whole entry, looked up): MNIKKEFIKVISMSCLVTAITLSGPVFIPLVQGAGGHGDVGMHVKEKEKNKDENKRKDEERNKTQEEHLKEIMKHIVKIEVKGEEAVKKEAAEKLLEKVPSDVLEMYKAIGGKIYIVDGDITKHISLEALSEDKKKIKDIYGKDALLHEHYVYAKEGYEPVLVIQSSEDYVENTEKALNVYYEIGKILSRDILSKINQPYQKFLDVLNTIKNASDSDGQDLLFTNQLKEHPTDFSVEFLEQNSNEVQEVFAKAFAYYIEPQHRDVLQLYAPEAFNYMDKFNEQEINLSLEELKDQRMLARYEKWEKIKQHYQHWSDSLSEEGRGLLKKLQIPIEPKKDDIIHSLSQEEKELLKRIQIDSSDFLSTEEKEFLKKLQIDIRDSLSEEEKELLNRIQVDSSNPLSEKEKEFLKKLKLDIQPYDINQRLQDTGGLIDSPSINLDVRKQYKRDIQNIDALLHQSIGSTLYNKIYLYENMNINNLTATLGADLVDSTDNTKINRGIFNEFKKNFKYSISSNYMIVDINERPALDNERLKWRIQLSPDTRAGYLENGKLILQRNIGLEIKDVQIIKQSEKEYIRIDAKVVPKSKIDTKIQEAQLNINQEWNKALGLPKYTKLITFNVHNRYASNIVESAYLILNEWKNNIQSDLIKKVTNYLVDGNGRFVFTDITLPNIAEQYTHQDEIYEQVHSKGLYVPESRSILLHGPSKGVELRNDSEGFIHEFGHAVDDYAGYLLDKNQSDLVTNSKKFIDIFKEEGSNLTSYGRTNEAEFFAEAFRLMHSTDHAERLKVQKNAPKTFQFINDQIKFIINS
PriA SSB inh: inhibitors of Klebsiella pneumoniae PriA binding to SSB C-terminal tail | inhibition, % at 33 µM | 430,000 compounds, 0.6% hits | AID 1272365 | AlphaScreen SSBct-PriA binding, biotinylated peptide; in the data active = inhibition mostly above about 37%, no sharp cut-off; inactive = mostly below about 20%;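 note: plate controls were negative control peptide for no effect and reference peptide for full effect; strong numbers were not always called active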
Yp Topo-I inh: inhibitors of Yersinia pestis topoisomerase I; Y. pestis Topo-I cleavage product accumulation, plate reader; activity, % at 10 µM; 360,000 compounds, 0.064% hits; AID 504884; in the data active = activity above about 50%, passing the limit was not always enough; note: inactives centre near 2
* = called active by the depositor; i = inactive; . = not tested or not shown; & = joins results of further samples. Cut-off read from the data, not from the text of the source, unless noted: active = inhibition above about 30%; inconclusive = no clear call, values can overlap the other calls; inactive = below that. A portion of the library; rates above refer to the full screens.

SMILES	BoNT-A LC inh2	TcdB inh	BH1578 lux ind	CCHFV vOTU inh	DUSP3 inh	PfHsp40 yeast	3CLpro inhibitor	Anthrax LF prot	PriA SSB inh	Yp Topo-I inh
CSc1ncccc1C(=O)OCC(=O)NC1CCCC1	1.5	0.3	0.4	-2	.	0.0	.	8	-11	5
CCc1ccc(/C=C2\SC(=S)N(CCCC(=O)N(CCO)c3ccccc3)C2=O)cc1	-0.1	0.1	-3.3	13	.	.	.	-6	.	21
Cc1ccc(NC(=O)CN(C)C(=O)c2cccc(-n3cccc3)c2)cc1	2.9	1.1	5.0	12	.	-0.1	.	5	14	-5
O=C(CN1C(=O)NC2(CCCCCCC2)C1=O)NC(=O)NCc1ccco1	0.4	.	i	-15	3	-1.2	-3	4	-5	6
CN(Cc1cccc(Cl)c1)C(=O)C1CCC(=O)N(C2CC2)C1 (stereo not drawn)	1.5	0.7	-0.3	-17	-7	-0.8	0	5	-21	2
O=C(NC(=S)Nc1ccc(N2CCOCC2)cc1)c1cccs1	-0.7	-7.1	-1.3	12	16	-1.0	7	1	-3&-6	5
Cc1cc(S(=O)(=O)N2CCOCC2)ccc1OCC(=O)N1CCCCC1	0.3	0.0	-0.2	9	8	1.6	3	-11	-9	5
CCCN(Cc1nc2cc(Cl)ccc2c(=O)[nH]1)C(=O)c1ccc(S(=O)(=O)N2CCCC2)cc1	-2.8	0.6	-0.6	5	.	-1.5	.	-6	-18	0
Cn1c(=O)c2ccccc2n(Cc2cccc(F)c2)c1=O	6.4	0.1	-0.6	11	-1	2.1	-6	-3	-2	0
O=C(Cc1ccccc1)NCC1COc2ccccc2O1 (stereo not drawn)	-1.0	1.7	i	-9	.	-0.3	-2	0	-3	-1
O=C(C1CCN(S(=O)(=O)c2cccnc2)CC1)N1CCCCC1	0.3	.	1.4	-8	29	0.5	-3	0	-14	2
Cc1[nH]nc2c1C(c1ccco1)C(C#N)=C(N)O2 (stereo not drawn)	0.2	-4.1	-0.3	-17	30	-0.8	-5	1	10	19
CCn1c(Cc2ccc(OC)cc2)nnc1SCC(=O)Nc1ccc(N2CCOCC2)cc1	1.6	-0.3	-0.2	-12	44	0.0	-5	2	-3	6
Cc1cc(C)cc(N(CC(=O)NC(C)(C)C)C(=O)CCC(=O)Nc2nccs2)c1	0.5	-1.1	-0.1	1	2	0.2	5	3	-9	-13
CCc1nnc(NC(=O)C(c2ccccc2)c2ccccc2)s1	-5.2	-0.1	-0.5	9	24	0.0	1	-12	-1	9
CCc1ccccc1NC1=NCC(=O)N1Cc1ccc2c(c1)OCO2	-0.6	.	0.4	2	0	1.6	-4	2	-10	-7
O=C1NC(=O)C([N+](=O)[O-])=C(O)C1=O	0.1	3.8	-0.7	6	.	.	.	-5	.	-4
CCN(CC(=O)NC(C)(C)C)C(=O)c1ccccc1SCC(=O)NC1CCCCCCC1	0.1	0.3	7.9	3	-9	0.4	0	-5	-2	34
CCOC(=O)C1CCN(CCCSc2ccccc2)CC1	-3.7	0.4	-0.4	1	.	0.3	-1	-6	2	-10
COc1ccccc1NC(=S)N(Cc1ccco1)Cc1cc2ccc(C)c(C)c2[nH]c1=O	-0.7	.	-0.4	10	5	0.5	5	-4	-6	14
Cc1noc(C)c1COc1ccccc1C(=O)NCCc1ccc(Cl)cc1	0.6	-0.9	i	19	.	0.0	.	-4	-5	4
CC1(C(=O)NC2CCCCCCC2)CCC(=O)N1Cc1ccco1 (stereo not drawn)	0.3	0.0	-0.6	-1	23	-0.2	1	-4	3	7
COC(=O)CCc1ccc(OCC(O)CNC(C)C)cc1 (stereo not drawn)	0.1	-1.0	i	1	.	1.1	.	-3	-2	1
NC1=NC2(CCCCC2)N(c2ccc(F)cc2F)C(N)=N1	-0.7	0.0	-0.3	3	11	-0.4	2	1	-5	2

Part of the list above in order of length of the SMILES, high to low:
SMILES	BoNT-A LC inh2	TcdB inh	BH1578 lux ind	CCHFV vOTU inh	DUSP3 inh	PfHsp40 yeast	3CLpro inhibitor	Anthrax LF prot	PriA SSB inh	Yp Topo-I inh
Cc1cc(C)cc(N(CC(=O)NC(C)(C)C)C(=O)CCC(=O)Nc2nccs2)c1	0.5	-1.1	-0.1	1	2	0.2	5	3	-9	-13
CCN(CC(=O)NC(C)(C)C)C(=O)c1ccccc1SCC(=O)NC1CCCCCCC1	0.1	0.3	7.9	3	-9	0.4	0	-5	-2	34
CCc1nnc(NC(=O)C(c2ccccc2)c2ccccc2)s1	-5.2	-0.1	-0.5	9	24	0.0	1	-12	-1	9
O=C1NC(=O)C([N+](=O)[O-])=C(O)C1=O	0.1	3.8	-0.7	6	.	.	.	-5	.	-4

More entries follow:
Results follow in this order: BoNT-A LC inh2 | TcdB inh | BH1578 lux ind | CCHFV vOTU inh | DUSP3 inh | PfHsp40 yeast | 3CLpro inhibitor | Anthrax LF prot | PriA SSB inh | Yp Topo-I inh
- O=C(CSc1ccc(F)cc1)Nc1cccc(S(=O)(=O)N2CCOCC2)c1
→ -0.2 | 0.7 | 0.8 | -6 | . | 0.0 | . | -3 | -2 | 4
- CCCC(=O)Nc1ccc(C(=O)Nc2cccc(OC)c2)cc1
→ 1.1 | 0.8 | i | -6 | 2 | -0.2 | 3 | 0 | -2 | -1
- Cc1ccc(NC(=O)N2CCN(C/C=C/c3ccccc3)CC2)cc1
→ -1.7 | 0.6 | . | 7 | 6 | -1.6 | -1 | -1 | -13 | 21
- Cc1nsc(N)c1C(=O)O
→ -1.3 | 0.7 | i | 6 | 9 | -0.8 | -2 | -1 | -6 | 11
- COc1ccc(OCC(=O)N/N=C(\C)c2cc3ccccc3o2)cc1
→ -0.2 | 1.9 | 0.5 | 9 | -5 | 0.5 | 5 | 1 | . | 19
- O=C(CSc1nc2sc3c(c2c(=O)[nH]1)CCCC3)NCCO
→ -0.3 | 1.1 | -0.2 | -2 | 3 | 0.0 | -3 | 2 | 5 | -2
- O=S(=O)(NCc1ccc(F)cc1)c1ccc(-n2cccn2)cc1
→ -2.5 | -1.3 | -0.3 | 12 | 47 | -0.7 | 2 | -4 | -7 | 1
- O=C(COc1ccccc1)OCC(=O)c1ccc(S(=O)(=O)N2CCCCC2)cc1
→ -0.1 | -0.1 | -0.3 | -2 | . | -0.6 | . | 7 | -9 | 5
- Cc1ccc(CN2CCNC(=O)C2CC(=O)N(C)CCc2ccccc2)cc1 (stereo not drawn)
→ 0.6 | 0.8 | -0.4 | -3 | 22 | 0.3 | 1 | -4 | -2 | 5
- CCOC(=O)COc1ccc(C(=O)c2ccccc2)c(O)c1
→ -0.5 | . | -2.1 | 22 | -12 | 0.2 | 2 | -2 | -17 | -5
- O=C(NCCNc1nccc(C(F)(F)F)n1)c1cccs1
→ -2.8 | -0.9 | -0.2 | -4 | 10 | -2.3 | 3 | 20 | -11 | 6
- COC(CN1C(=O)C(O)=C(C(C)=O)C1c1ccccn1)OC (stereo not drawn)
→ 0.1 | . | i | 15 | 17 | -1.1 | -7 | 0 | -9 | 4
- CCOC(=O)C(NC(C)=O)(NC(C)C)C(F)(F)F (stereo not drawn)
→ -2.9 | 0.4 | -0.2 | -10 | 2 | -1.4 | 2 | 12 | -8 | 1
- O=C(NNC(=O)c1ccncc1)NC1CCCCC1
→ 0.1 | -2.9 | i | 0 | 15 | 0.0 | -3 | -5 | -9 | -4
- Cc1nc2n(c(=O)c1CCN1CCC(c3noc4cc(F)ccc34)CC1)CCCC2
→ 0.2 | 1.8 | 0.6 | 0 | 26 | 1.3 | 1 | -1 | -2 | 3
- Cc1ccc(/C=N/NC(=O)c2cccc(NC(=O)c3ccccc3Cl)c2)o1
→ -0.6 | -0.4 | -4.0 | 9 | 10 | 3.6 | 0 | -10 | . | -8
- O=C(NC(=S)NNC(=O)[C@H]1C[C@@H]1c1ccccc1)c1ccc(F)cc1
→ 0.8 | 1.3 | 0.9 | 4 | 6 | -0.1 | 1 | -13 | -10 | 6
- CCc1cc(=O)oc2cc(C)cc(OC(C)C(=O)NCc3ccncc3)c12 (stereo not drawn)
→ -0.2 | 0.2 | -0.3 | -29 | 2 | 1.1 | 0 | 0 | -4 | -7
- CCCN1CCC(NC(=O)Nc2ccccc2C(=O)OC)CC1
→ 0.6 | . | 2.0 | 2 | 31 | 0.9 | -1 | 0 | 5 | 5
- Cc1ccc(NC(=O)C2(C)Cc3ccccc3C(=O)O2)cc1 (stereo not drawn)
→ -0.3 | 1.4 | -0.2 | 0 | 14 | -0.9 | -1 | -1 | -21 | -5
- Cc1cccc(C)c1NC(=O)CNC(=O)c1ccncc1
→ . | 0.6 | i | -5 | 20 | -0.4 | 2 | . | 8 | 2
- Nc1ccc(-c2nc3ccccc3o2)cc1
→ -2.7 | 0.4 | -0.7 | -53 | 31 | 1.3 | 0 | -8 | 1&5 | 3
- Cc1ccc(C)c(Cn2c3ccccc3c3cnn(CC(=O)NCc4ccccn4)c(=O)c32)c1
→ 0.8 | 0.7 | -0.4 | 2 | 2 | -0.4 | 2 | -2 | -7 | -10
- Cc1cc(C)c(C(=O)OCc2csc(CC(=O)Nc3ccccc3C)n2)c(C)c1
→ -1.4 | 1.2 | -0.4 | 3 | 41 | -0.7 | 2 | 4 | -34 | 32
- COc1cc(C(=O)C(=O)c2ccc(O)c(OC)c2)ccc1O
→ 1.2 | -0.4 | i | 2 | 13 | -0.5 | 2 | 2 | -19 | 1
- COc1ccc(S(=O)(=O)N2CCc3cc(OC)c(OC)cc3C2)cc1
→ -0.5 | 0.0 | -0.4 | 1 | 24 | -1.3 | 3 | 2 | -3 | -7
- Cc1sc(-n2c(C)cc(/C=N/n3cnnc3)c2C)c(C#N)c1C
→ -1.6 | 0.0 | i | . | 28 | -2.5 | 4 | -6 | . | 9
- CCCCNC(=O)c1onc(CSc2cc(C)cc(C)c2)c1C(=O)O
→ -0.2 | -0.2 | i | 8 | 25 | -1.6 | 1 | -7 | -25 | -5
- COC(=O)c1ccc(Oc2nc(NC(C)C)nc(NC(C)C)n2)cc1
→ 0.3 | -1.6 | -2.1 | -5 | 11 | 0.2 | 0 | -2 | -11 | 3
- COc1ccc(O)c(/C=N/NC(=O)c2cccc(N3CCCC3=O)c2)c1
→ -3.7 | -1.5 | -0.3 | -14 | 16 | -1.1 | -1 | 4 | . | 4
- COC(=O)Cc1[nH]nc2c1C(c1ccc(O)c(OC)c1)C(C#N)=C(N)O2 (stereo not drawn)
→ 0.2 | -4.1 | i | -13 | 23 | 1.2 | -4 | 3 | -1 | -1
- Cn1nc(-c2ccc(Cl)cc2)c2cc(C(=O)NCC3CCCO3)sc21 (stereo not drawn)
→ -0.5 | 2.7 | -0.2 | -19 | 0 | -0.8 | 4 | -2 | -11 | 12
- Cc1ccc(NC(=O)c2sc3nc(C)cc(C)c3c2N)cc1
→ -0.3 | 0.5 | -18 | -15 | -7 | 1.1 | 4 | -4 | -2 | -1
- Cc1ccc(S(=O)(=O)NC(=O)c2ccc(Br)o2)c(C)c1
→ -0.9 | 0.3 | -1.4 | 4 | 0 | 0.9 | -2 | -7 | -4 | 4
- CCC(=O)N1CCN(c2ccc(NC(=S)NC(=O)c3ccc(OC)c([N+](=O)[O-])c3)cc2)CC1
→ -0.5 | -0.3 | . | 1 | 27 | 3.8 | 7 | -3 | 14 | -13
- COc1ccccc1OCc1csc(N)n1
→ -1.5 | 0.5 | i | 9 | 26 | -0.7 | 5 | -2 | -3 | -1
- Cc1cccc(NC(=O)c2ccc(OCc3c(C)noc3C)cc2)c1
→ 0.3 | 2.9 | i | -16 | . | 4.5 | . | -7 | -26 | 3
- N#Cc1c(C(F)(F)F)cc(C2CC2)nc1N1CCCC1
→ 0.2 | . | 7.7 | -8 | 12 | -0.7 | -3 | -3 | 8 | 3
